USP2a inh: inhibitors of human ubiquitin-specific protease USP2a; O75604; USP2 core, Ub-CHOP2 coupled fluorogenic reporter, 485/531; Potency, µM (highest dose often 38.3 µM), without a hit: at the highest dose activity change, negative = inhibition, actives largely listed as inhibitors; 330,000 compounds, 0.01% hits;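 note: potency is the fitted concentration of half-maximal effect; plate controls were DMSO wells for no effect and full inhibition by NEM control for full effect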
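Deubiquitinase activity read as fluorescence (485/531 nm) after Ub-CHOP2 cleavage activates the enterokinase reporter on its substrate; USP2 core 10nM, Ub-CHOP2 and substrate 25nM each, 30min compound preincubation then 60min RT; data normalized to NEM, curves fitted.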
PKM2 activator: increases activity of human pyruvate kinase M2 | 260,000 compounds, 0.34% hits | Potency, µM (doses to about 57.5 µM), for inactives: top-dose activation, most hits filed as activators | AID 1631 | purified PKM2, Kinase-Glo ATP luminescence, activation; response scale: 0% is enzyme alone, no compound | P14618; note: potency is the fitted concentration of half-maximal effect; % is set by controls: 0 for no effect and ±100 for the full control effect; nearly all actives have a fitted effect of over 55% in size
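Purified hPK-M2 (>95%) run at intermediate activity with 0.1 mM ADP and 0.5 mM PEP in 50 mM imidazole pH 7.2, KCl, MgCl2; 1 h room temperature. ATP formed read by Kinase-Glo luminescence; normalized to uninhibited and no-enzyme controls.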
MBNL1-CUG inh: blocks human MBNL1 binding to CUG repeat RNA; Potency, µM (top dose mostly 57.5 µM), for inactives: top-dose activity change, negative = inhibition, most hits filed as inhibitors; 280,000 compounds, 0.036% hits; TR-FRET MBNL1-His/biotin-(CUG)12 binding, 665/545 ratio; Q9NR56; AID 2675; active = well fitted inhibition curve with a large enough effect in the signal ratio, with a control signal flat, not every such curve was filed as active; inconclusive = small, poorly fitted or top-dose-only effect, or effect the other way, or a change in a side signal; inactive = no such curve, though single readings can be large or run the other way; the % refers to the signal ratio; note: potency is the fitted concentration of half-maximal effect; % is set by controls: 0 for no effect and ±100 for the full control effect
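TR-FRET between His-tagged MBNL1 and biotin-(CUG)12 RNA, detected with Tb anti-His antibody (0.055 ng/ul) and streptavidin-XL665 (5 nM), 60 min at room temperature. Compounds titrated 92 nM to 58 uM; 665/545 nm ratio normalized to buffer and complex controls.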
Chronic BCR inh: inhibitors of chronic active B-cell receptor signaling | Potency, µM (highest dose often 46.1 µM), without a hit: at the top dose ratio change, negative = lower green/red ratio, hits mostly inhibitors | 340,000 compounds, 0.05% hits | AID 493014 | ABC-DLBCL IkBa-CBG/CBR reporter, luminescence ratio, 4 h; active = well fitted inhibition curve with a large enough effect in the signal ratio, with a control signal flat, not every such curve was filed as active; inconclusive = small, poorly fitted or top-dose-only effect, or effect the other way, or a change in a side signal; the % refers to the signal ratio;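 note: potency is the fitted concentration of half-maximal effect; plate controls were basal doxycycline-induced cells for no effect and cells given 10 µM MG132 for full effect; MG132 reads +100%, hits lower the ratio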
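TMD8 ABC-DLBCL cells carrying doxycycline-inducible green luciferase fused to IkappaBalpha plus unfused red luciferase were exposed to compounds (up to 46 uM) for 4 hrs at 37C. Activity came from the overlap-corrected green/red luminescence ratio.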
hERG WT inh: blocks the wildtype human KCNH2 potassium channel; Q12809; 340,000 compounds, 0.37% hits; U2OS, BacMam KCNH2, thallium flux FluxOr; stronger effect = lower value; activity change, % at 1.84 µM;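 active = maximum activity change below -70%; inconclusive = maximum activity change between -70% and -50%; inactive = maximum activity change above -50%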; note: % is set by controls: 0 for no effect and ±100 for the full control effect
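U2OS cells were transduced with wild-type KCNH2 virus (2.03 x 10^8 / mL) for 4 h at room temperature, then cultured overnight at 37 C. Thallium flux was read with FluxOr dye. Rate constants were normalized to DMSO controls.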
TSHR antagonist: antagonists of human thyroid stimulating hormone receptor; P16473; TSHR-expressing cells, TSH-stimulated cAMP HTRF, 2 h; stronger effect = lower value; activity change, negative = inhibition, % at 11.5 µM; 330,000 compounds, 0.2% hits;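 active = activity change below a set negative limit, meaning inhibition stronger than a set level, cut at about -70% in these data; inconclusive = activity change between two set negative limits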; note: % is set by controls: 0 for no effect and ±100 for the full control effect
Target sequence (P16473 whole entry, looked up): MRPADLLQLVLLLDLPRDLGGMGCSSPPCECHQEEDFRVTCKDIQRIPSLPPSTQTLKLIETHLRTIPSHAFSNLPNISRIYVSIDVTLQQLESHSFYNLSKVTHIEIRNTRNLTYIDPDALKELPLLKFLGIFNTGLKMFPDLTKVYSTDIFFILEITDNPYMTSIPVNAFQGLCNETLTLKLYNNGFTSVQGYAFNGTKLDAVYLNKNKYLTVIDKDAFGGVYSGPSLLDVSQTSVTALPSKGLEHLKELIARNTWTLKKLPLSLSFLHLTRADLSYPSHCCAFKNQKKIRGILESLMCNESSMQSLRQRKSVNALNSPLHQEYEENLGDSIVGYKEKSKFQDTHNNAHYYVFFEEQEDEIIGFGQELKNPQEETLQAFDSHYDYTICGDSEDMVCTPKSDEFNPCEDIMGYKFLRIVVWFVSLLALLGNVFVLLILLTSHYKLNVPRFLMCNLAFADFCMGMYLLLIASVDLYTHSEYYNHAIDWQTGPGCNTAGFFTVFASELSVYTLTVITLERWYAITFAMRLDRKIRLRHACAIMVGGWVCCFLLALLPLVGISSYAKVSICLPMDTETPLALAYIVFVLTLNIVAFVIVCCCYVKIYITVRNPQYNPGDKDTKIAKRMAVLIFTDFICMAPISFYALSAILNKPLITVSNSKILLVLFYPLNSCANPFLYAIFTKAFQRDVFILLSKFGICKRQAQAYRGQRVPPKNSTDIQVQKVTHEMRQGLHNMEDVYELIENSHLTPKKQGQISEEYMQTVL
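Read-out is FRET at 665 nm (cryptate excitation 337 nm) from a cryptate-tagged anti-cAMP antibody, competed by cell cAMP against cAMP-d2. Compounds are tested on freshly harvested TSHR cells challenged with 4nM TSH (EC80) for 2 hours at 37 deg C.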
Eya2 inh: Eya2 (human) phosphatase inhibition; O00167; Potency, µM (series often up to 76.9 µM), without a hit: top-dose activity, negative = inhibition, most hits filed as inhibitors; 330,000 compounds, 0.006% hits; recombinant Eya2, OMFP fluorescence dephosphorylation (OMFP is methylfluorescein phosphate); note: potency is the fitted concentration of half-maximal effect; % is set by controls: 0 for no effect and ±100 for the full control effect
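Eya2 protein (added as 0.2 uM solution) was preincubated with compound for 10 min at ambient temperature in 50 mM HEPES pH 7.5, 50 mM NaCl, 5 uM MgCl2, 0.05% BSA, 1 mM DTT. OMFP (added at 50 uM) then reacted 10 min; fluorescence read at 485/525 nm.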
GALK inh: blocks human galactokinase activity | P51570 | AID 1868 | 270,000 compounds, 0.007% hits | Potency, µM (highest dose often 57.5 µM), for the others: at the top dose activity change, negative = inhibition, most hits filed as inhibitors | Purified GALK, Kinase-Glo residual ATP luminescence; note: potency is the fitted concentration of half-maximal effect; % is set by controls: 0 for no effect and ±100 for the full control effect
Target sequence (P51570 whole entry, looked up): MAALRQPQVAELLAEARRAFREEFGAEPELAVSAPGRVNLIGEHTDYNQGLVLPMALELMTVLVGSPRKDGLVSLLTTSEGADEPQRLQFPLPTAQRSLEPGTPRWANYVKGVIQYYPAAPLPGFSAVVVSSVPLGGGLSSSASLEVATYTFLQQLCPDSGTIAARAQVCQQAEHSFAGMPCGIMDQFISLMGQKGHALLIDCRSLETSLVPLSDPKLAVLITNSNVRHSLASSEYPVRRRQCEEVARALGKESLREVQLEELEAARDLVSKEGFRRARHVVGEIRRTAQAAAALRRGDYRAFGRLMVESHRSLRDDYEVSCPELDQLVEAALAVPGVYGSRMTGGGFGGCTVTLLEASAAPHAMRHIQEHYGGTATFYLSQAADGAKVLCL
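Luminescence from leftover ATP (Ultra-Glo luciferase/luciferin) served as read-out after a 1 h room-temperature reaction of 5 nM GALK with 35 uM ATP and 100 uM galactose.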
Menin-MLL TR inh: menin-MLL binding inhibition, Texas Red mutant peptide; O00255; Menin + Texas Red MLL mutant peptide, fluorescence polarization; Potency, µM (titrated, usually from 61.6 µM), for inactives: at the top dose FP activity change, negative = inhibition, actives largely listed as inhibitors; 270,000 compounds, 0.23% hits; AID 1768; active = well fitted inhibition curve with a large enough effect in the polarisation, with a control signal flat, not every such curve was filed as active; inconclusive = small, poorly fitted or top-dose-only effect, or effect the other way, or a change in a side signal; inactive = no such curve, though single readings can be large or run the other way; the % refers to the polarisation; note: potency is the fitted concentration of half-maximal effect; % of control where 0% means no effect; many of its hits are not listed in these tables
Mito fusion yeast: mitochondrial division inhibition or fusion activation; 320,000 compounds, 0.23% hits; S. cerevisiae fusion-defective mutant growth rescue, CellTiterGlo 48 h; AID 485298; Potency, µM (highest dose often 46.1 µM), inactives show at the top dose growth rescue (activation), most hits filed as activators;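 note: potency is the fitted concentration of half-maximal effect; % of control where 0% means no effect; nearly all actives have a fitted effect of over 45% in size; temperature-sensitive fusion mutants such as fzo1-1 at 37 °C on non-fermentable ethanol glycerol medium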
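Temperature-sensitive fusion-defective S. cerevisiae (e.g. fzo1-1, mgm1-5) were grown with compound in YPEG medium (3% ethanol, 3% glycerol) for 48 hours at 37C. Growth rescue was measured as viability by CellTiterGlo luminescence after 10 minutes at ambient.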
S-ASM inh: inhibitors of human secretory acid sphingomyelinase. Potency, µM (top dose mostly 57.5 µM), inactives show at the top dose activity change, negative = inhibition, hits mostly inhibitors. placental ASM, HMU-PC fluorogenic substrate, 60 min. P17405. 340,000 compounds, 0.006% hits; note: potency is the fitted concentration of half-maximal effect
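Human placenta-derived ASM preincubated with compound 10 min at room temperature, then reacted with 9 uM (final) fluorogenic HMU-PC substrate for 60 min at 37 C. Stop solution raises pH to 10; fluorescence read at Ex 386/Em 447 nm.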
Active calls of the source: *; ? = inconclusive; . = no result given; & = joins results of further samples; [ ] = another dose, or the depositor's remark. Unless noted, calls come from the whole dose curve; as a rule, active = well fitted curve in the direction sought with a large enough effect; inconclusive = small, poorly fitted or top-dose-only effect, or another doubt; inactive = no such curve, though single readings can be large; an effect the other way counts as inactive or inconclusive.

SMILES | USP2a inh | PKM2 activator | MBNL1-CUG inh | Chronic BCR inh | hERG WT inh | TSHR antagonist | Eya2 inh | GALK inh | Menin-MLL TR inh | Mito fusion yeast | S-ASM inh
CCCCCCN(C(=O)CCCCCN1C(=O)NC(c2ccc(-c3ccccc3)cc2)C(C(=O)OCc2ccccc2)=C1C)C(C(=O)NCCCC)c1ccc(OCC(=O)OC)cc1 (stereo not drawn) | 4.6% | -3.6%&-1.3% | -16.7% | ? | . | 4.3 | -6.1% | . | -4.7%&-19.7% | -6.4% | .
COc1ccccc1C(=O)N/C(=C/c1ccccc1)C(=O)NC(CCSC)C(=O)O (stereo not drawn) | 1.8% | -0.5% | 0.0% | 6.8% | -14.7 | -13.9 | 8.6% | . | -14.7% | 0.8% | -2.7%
O=C(Nc1cccc(O)c1)c1ccccc1[N+](=O)[O-] | 0.2% | 1.9% | ? | ? | -2.5 | -4.0 | -0.3% | -0.5% | 11.0% | 0.8% | -1.4%
CCOC(=O)C1C(c2ccc(OC)cc2)N(C)OC1(O)C(F)(F)F (stereo not drawn) | -0.1% | -1.2% | -5.1% | -13.5% | -7.9 | 10.7 | -30.0% | 6.1% | -1.8% | 25.8% | -1.9%
O=Cc1ccc(C(=O)O)cc1 | -0.5% | . | . | 10.8% | 0.9 | -21.1 | 11.7% | . | . | -9.8% | 2.4%
Cc1cccnc1NC(=O)CSc1nnc(Cc2ccccc2)o1 | -4.1% | -2.4% | 0.2% | 9.1% | -4.8 | 4.8 | -8.9% | -5.8% | -5.2% | 10.9% | -2.8%
O=C(NC1CCCCC1)C(c1ccccc1)N(Cc1ccc2c(c1)OCO2)C(=O)c1cnsn1 (stereo not drawn) | -0.8% | 10.3% | -9.0% | -6.1% | 9.4 | -2.8 | -12.7% | -6.3% | -26.5% | 24.9% | 4.0%
O=C(N/N=C/c1cccs1)c1ccc2nc[nH]c2c1 | -4.6% | 0.8% | ? | ? | 5.2 | -0.1 | 14.4% | 0.0% | 18.3% | -4.6% | -3.3%
CCc1ccc[n+](-c2[nH]c(=O)sc2/C=N/N=C(\[O-])c2cccnc2)c1 | 3.0% | . | ? | 2.8% | -11.1 | 11.5 | -10.1% | -5.4% | . | 2.6% | -2.6%
COc1cc(C(C(=O)NC2CCCC2)N(CCO)C(=O)Cn2nnc(-c3ccc(C)o3)n2)ccc1O (stereo not drawn) | 0.4% | -0.5% | -0.4% | ? | 8.8 | 0.2 | 2.8% | 0.3% | 9.7% | 0.8% | 1.5%
COc1ccccc1/C=C/C(=O)OCC(=O)Nc1c(F)cccc1F | -1.4% | 1.2% | -2.3% | -8.8% | -24.1 | -5.5 | -15.5% | 7.8% | ? | 7.5% | 2.6%
O=C(CC1CCCCC1)Nc1ccc(-c2ccc3nncn3n2)cc1 | -0.1% | 1.8% | 114.5%[activator] | 2.6% | 1.5 | -9.6 | -26.4% | 0.0% | 6.4% | -2.1% | 70.8%[activator]
C=CCn1c(C)cc(C(=O)COC(=O)/C=C/c2c(C)nn(C3CCS(=O)(=O)C3)c2Cl)c1C (stereo not drawn) | 0.8% | . | . | 0.0% | 2.4 | -2.9 | -1.0% | . | . | 1.7% | 1.5%
O=C(NCc1ccco1)c1cc(-c2ccncc2)nc2ccccc12 | 1.0% | 5.9% | ? | ? | 6.7 | -7.6 | 2.6% | -0.2% | 5.9% | -1.3% | 2.5%
Cc1cccc(N=C2NC(=O)CS2)c1C | 0.2% | -3.8% | 4.2% | -11.2% | -1.1 | 13.5 | -31.9% | 1.2% | -8.5% | -1.4% | -0.5%
COc1cc(C(=O)Sc2ccc(Cl)cc2)cc(OC)c1OC | 0.4% | 1.0% | -5.3% | ? | -6.5 | 5.8 | -1.9% | -4.5% | 25.0% | -1.3% | -15.9%
CS(=O)(=O)c1ccc(Cl)c(NC(=O)Cc2ccccc2F)c1 | 0.7% | 4.8% | 38.6%[activator] | -0.9% | -2.3 | -3.3 | -4.9% | 10.3% | -10.7% | 7.9% | -4.3%
CN(N=Nc1cccc([N+](=O)[O-])c1)c1ccccc1 | 2.6% | . | 5.7% | ? | 6.5 | -3.0 | -6.3% | . | 26.3% | -15.0% | -1.4%
CC(=O)Nc1ccc(/C(C)=N/Nc2nc(N3CCOCC3)nc(N3CCOCC3)n2)cc1 | -0.4% | -7.5% | 4.7% | -3.2% | 2.6 | -10.5 | -6.3% | -0.8% | -12.8% | -5.9% | 4.5%
COc1ccc(NC(=O)COc2ccccc2Cl)cc1S(=O)(=O)N1CCCCC1 | 0.1% | . | . | -1.7% | 18.7 | -9.7 | 12.1% | . | . | 17.0% | .
CS(=O)(=O)c1ccc(Cl)c(NC(=O)CNC(=O)c2ccc3c(c2)OCO3)c1 | 2.1% | . | . | -4.7% | -2.1 | 0.6 | 3.3% | . | . | . | -3.7%
Cc1ccc(OCC(=O)NNC(=O)c2cccnc2)cc1 | -1.4% | 2.9% | 6.6% | -2.9% | 2.2 | 10.1 | 10.3% | 1.7% | . | -1.6% | 3.1%
CCc1ccc(-c2cc3c(=O)n(CC(=O)NCc4ccccc4F)ncn3n2)cc1 | -0.2% | . | -2.6% | 1.6% | -13.0 | -7.6 | 0.1% | -4.9% | . | 1.5% | 1.7%
CCCCC(c1nnnn1C1CCCC1)N1CCN(C2CCCCC2)CC1 (stereo not drawn) | -2.5% | -6.2% | -2.6% | 24.8% | -22.1 | -4.4 | -28.1% | 0.7% | ? | 0.5% | 3.5%
C#CCOCCOCCOCCNc1nc(N2CCN(C(=O)[C@H](CCC(=O)O)n3cc(C(N)Cc4ccc(O)cc4)nn3)CC2)nc(N2CCN(C(=O)[C@H](Cc3cc4ccccc4[nH]3)n3cc(C(N)[C@H](C)CC)nn3)CC2)n1 (stereo partly drawn) | 0.7% | 2.5% | -15.7% | -4.2% | . | -8.4 | -13.9% | -2.7% | -26.6% | -3.4% | 6.1%

(next part)
SMILES | USP2a inh | PKM2 activator | MBNL1-CUG inh | Chronic BCR inh | hERG WT inh | TSHR antagonist | Eya2 inh | GALK inh | Menin-MLL TR inh | Mito fusion yeast | S-ASM inh
Cc1ccc(NC(=O)C(C)[n+]2ccccc2)cc1[N+](=O)[O-] (stereo not drawn) | 1.2% | 9.5% | 5.6% | -0.3% | -5.2 | 13.6 | 3.0% | . | -0.7% | -0.2% | -2.9%
COc1ccc(Cn2c(-c3ccco3)nc3c(c(=O)c4ccccc4n3C)c2=O)cc1 | 1.7% | -4.0% | 9.3% | 3.1% | 1.3 | 4.0 | -8.1% | . | . | -1.7% | -0.2%
COc1ccc(C2CCCN2C(=O)Nc2ccc(F)cc2)cc1OC (stereo not drawn) | 0.1% | -1.0% | -18.1% | -4.9% | -21.6 | 0.3 | -1.0% | . | -7.3% | -0.2% | 2.7%
CN(C)c1ccc(CNC2CC(C)(C)NC(C)(C)C2)cc1 | -0.5% | -8.6% | -9.3% | -0.1% | -6.7 | 7.0 | -8.7% | 2.9% | 6.1% | 3.2% | 6.0%
N#Cc1c(-c2ccccc2)ccn(Cc2cccc(Cl)c2)c1=O | -0.5% | 7.1% | 11.4% | 27.0% | -4.6 | -12.0 | -0.8% | -0.8% | . | -2.7% | 1.7%
CC12CCC(=O)N1C(C(=O)OCC(=O)Nc1ccc(C(F)(F)F)cc1)CS2 (stereo not drawn) | -0.3% | . | . | 1.4% | 0.9 | 7.4 | 12.1% | . | . | -9.2% | -4.8%
O=C(NCc1cccnc1)c1ccc(COc2ccc(Cl)cc2)cc1 | 0.4% | -16.7% | -3.4% | -2.0% | . | -21.0 | -0.4% | -1.6% | 8.4% | -32.3%[inhibitor] | -3.6%
CC12CCC(C(=O)Nc3cccc(NC(=O)C45CCC(C)(C(=O)O4)C5(C)C)n3)(OC1=O)C2(C)C | 2.7% | 0.6% | 3.2% | -7.6% | -4.5 | -4.8 | 2.1% | -0.7% | ? | 4.1% | 2.9%
O=C(Nc1ccccc1)O[C@@H]1C[C@H]2CCC(=O)N3CC[C@@H](C1)[C@@H]23 | 0.0% | -8.3% | 5.4% | ? | . | -7.6 | -9.0% | . | 28.4% | -3.1% | .
CS(=O)(=O)c1cnc(-c2cccnc2)nc1N | 0.2% | -0.7% | -12.5% | -6.4% | 5.9 | 0.6 | 7.4% | 0.4% | -7.1% | -1.5% | 0.1%
CN1CCN(C(=O)c2ccc(N(Cc3ccccc3Cl)S(C)(=O)=O)cc2)CC1 | -1.7% | -0.6% | 5.3% | 0.4% | -5.1 | 7.9 | -2.4% | 0.2% | -2.3% | -0.2% | 5.8%

The list is partial (hit frequency here may not be typical).
